Dicer inh = human Dicer pre-microRNA cleavage inhibition. cat-ELCCA pre-miR-21 Dicer processing, chemiluminescence; active compounds read high. z-score at 25 µM. 47,000 compounds, 6% hits. AID 1347074; in the data active = z-score above about 3, passing the limit was not always enough;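 note: plate controls were vehicle for no effect and no enzyme for full effect; higher signal means more uncleaved substrate so more Dicer inhibition; strong numbers were not always called active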
Target sequence (Q9UPY3 whole entry, looked up): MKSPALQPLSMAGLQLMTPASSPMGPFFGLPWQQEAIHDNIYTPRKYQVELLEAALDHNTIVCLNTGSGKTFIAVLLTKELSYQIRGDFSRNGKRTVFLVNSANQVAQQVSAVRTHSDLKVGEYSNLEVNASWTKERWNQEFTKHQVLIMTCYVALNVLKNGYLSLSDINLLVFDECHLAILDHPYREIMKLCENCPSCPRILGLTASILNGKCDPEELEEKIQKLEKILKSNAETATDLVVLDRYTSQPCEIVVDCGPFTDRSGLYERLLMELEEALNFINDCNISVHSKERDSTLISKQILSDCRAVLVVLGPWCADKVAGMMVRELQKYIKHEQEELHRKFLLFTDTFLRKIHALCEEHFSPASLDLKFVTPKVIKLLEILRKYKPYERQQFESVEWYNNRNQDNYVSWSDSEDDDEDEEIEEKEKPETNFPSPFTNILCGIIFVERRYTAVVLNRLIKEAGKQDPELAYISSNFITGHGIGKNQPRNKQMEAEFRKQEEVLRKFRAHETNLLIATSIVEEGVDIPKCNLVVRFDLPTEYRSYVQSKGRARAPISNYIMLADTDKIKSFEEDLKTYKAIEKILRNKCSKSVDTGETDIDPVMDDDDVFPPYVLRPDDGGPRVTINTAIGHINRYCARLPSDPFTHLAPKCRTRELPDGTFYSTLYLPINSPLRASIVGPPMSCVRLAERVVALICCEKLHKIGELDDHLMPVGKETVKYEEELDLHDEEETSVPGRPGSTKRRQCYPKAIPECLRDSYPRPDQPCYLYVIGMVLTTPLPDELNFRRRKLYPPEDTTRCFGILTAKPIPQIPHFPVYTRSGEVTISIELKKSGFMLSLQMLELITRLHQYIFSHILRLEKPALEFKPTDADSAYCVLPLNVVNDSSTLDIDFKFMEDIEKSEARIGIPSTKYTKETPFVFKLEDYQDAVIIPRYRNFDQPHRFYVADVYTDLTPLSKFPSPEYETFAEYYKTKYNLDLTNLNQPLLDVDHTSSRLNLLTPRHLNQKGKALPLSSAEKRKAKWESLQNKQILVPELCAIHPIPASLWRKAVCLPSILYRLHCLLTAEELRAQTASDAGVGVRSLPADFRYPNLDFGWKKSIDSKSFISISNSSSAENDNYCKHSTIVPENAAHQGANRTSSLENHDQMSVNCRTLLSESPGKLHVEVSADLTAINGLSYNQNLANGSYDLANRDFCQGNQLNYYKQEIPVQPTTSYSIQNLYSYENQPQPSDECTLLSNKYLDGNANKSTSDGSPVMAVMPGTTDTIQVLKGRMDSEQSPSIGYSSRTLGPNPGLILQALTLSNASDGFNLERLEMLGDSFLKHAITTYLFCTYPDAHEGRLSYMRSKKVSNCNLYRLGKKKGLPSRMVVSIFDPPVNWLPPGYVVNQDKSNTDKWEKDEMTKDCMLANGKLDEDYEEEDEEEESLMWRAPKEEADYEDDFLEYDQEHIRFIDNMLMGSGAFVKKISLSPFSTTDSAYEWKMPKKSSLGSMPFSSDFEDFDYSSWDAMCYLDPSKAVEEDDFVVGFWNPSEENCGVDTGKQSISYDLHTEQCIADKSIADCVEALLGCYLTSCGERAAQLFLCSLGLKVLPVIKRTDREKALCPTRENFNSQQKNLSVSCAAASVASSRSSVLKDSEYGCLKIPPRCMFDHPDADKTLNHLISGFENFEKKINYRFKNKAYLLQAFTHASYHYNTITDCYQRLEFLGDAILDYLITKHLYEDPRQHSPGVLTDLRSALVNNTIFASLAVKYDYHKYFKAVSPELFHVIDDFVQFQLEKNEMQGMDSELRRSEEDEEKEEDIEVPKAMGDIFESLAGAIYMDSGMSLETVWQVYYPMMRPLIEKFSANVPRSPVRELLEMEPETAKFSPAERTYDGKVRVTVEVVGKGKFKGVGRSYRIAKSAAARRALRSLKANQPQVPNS
Starred values were filed as active, the others as inactive; & = joins results of further samples. These rows are one share of the data, so the mix of outcomes need not match the whole.

SMILES	Dicer inh
CCCCS(=N)(=O)CCC(N)C(=O)O (configuration not stated)	0.28
Cc1ccc(S(=O)(=O)N2CCN(S(=O)(=O)c3ccccc3)C2c2ccc(N(C)C)cc2)cc1 (configuration not stated)	2.1
O=C(Oc1ccc2c(=O)c(Oc3ccccc3Cl)coc2c1)c1ccco1	8.1
CC(C)(C)OC(=O)N[C@@H](Cc1ccccc1)c1n[nH]c(=S)o1	-0.86
COc1ccc2c(c1)C(C)=CC(C)(C)N2C(=O)CSc1nnc(C)s1	-1.9
Cc1cc(-c2ccccc2)nc2oc3c(=O)[nH]cnc3c12	-0.52
O=[N+]([O-])c1cc(C2OCC3(CO)COC(c4csc([N+](=O)[O-])c4)N23)cs1 (configuration not stated)	2.4
O=C(O/N=C1\CSCc2ccccc21)c1ccccc1Cl	-0.09
Cc1ccc(NC(=S)NN(C)C)cc1	0.01
COc1ccc(C2C3C(=O)N(c4ccc(Br)cc4)C(=O)C3N3CCCN23)cc1 (configuration not stated)	0.55
Clc1ccccc1-n1nc2ccc3nonc3c2n1	1.8
Cc1cccc(NC(=O)c2ccc([N+](=O)[O-])s2)n1	-1.2
CC(C)C[C@H](NC(=O)c1ccc(Cl)cc1Cl)C(=O)O	2.2
Nc1ccc(Oc2ccc3nc(-c4ccc(N)cc4)[nH]c3c2)cc1	0.25
CCCNC(=O)Cn1nc(C(F)(F)F)c(Br)c1C	-0.64
Cc1ccccc1-c1ccnc2c(-c3ccc(F)cc3)c(C)nn12	0.93
Cc1c(-c2ccccc2)c(CN2CCN(C)CC2)n2ccccc12	-1.4
CC1=C(C(N)=O)C(c2ccc(F)cc2)n2nnnc2N1 (configuration not stated)	-0.27
O=S(Cc1c(Cl)cccc1Cl)c1ccc(C(F)(F)F)cn1 (configuration not stated)	-1.2
O=C(Nc1sc2c(c1C(=O)Nc1ccccc1)CCCCC2)c1cccs1	1.5

3 entries already listed, arranged by formula weight, ascending.
SMILES	Dicer inh
Cc1cccc(NC(=O)c2ccc([N+](=O)[O-])s2)n1	-1.2
Cc1cc(-c2ccccc2)nc2oc3c(=O)[nH]cnc3c12	-0.52
Cc1ccc(S(=O)(=O)N2CCN(S(=O)(=O)c3ccccc3)C2c2ccc(N(C)C)cc2)cc1 (configuration not stated)	2.1

Remaining list, next part
SMILES	Dicer inh
Cc1nc(CSc2nnc(-c3ccc(C(F)(F)F)cc3)n2Cc2ccco2)cs1	0.43
NC(=O)c1ccc[n+]([C@@H]2O[C@H](COP(=O)([O-])OP(=O)(O)OC[C@H]3O[C@@H](n4cnc5c(N)ncnc54)[C@H](O)[C@@H]3O)[C@@H](O)[C@H]2O)c1	45
COC(=O)c1c(NC(=O)Nc2cccc(Cl)c2)sc2c1CCCC2	3.4*
COc1ccccc1-c1nnc(SCC(=O)c2ccc(Cl)cc2)n1C	-1.3
COc1cc(NC(=O)C2CC(=O)N=C(N)S2)c(OC)cc1Cl (configuration not stated)	0.79
CCC(=O)OC(OP(=O)(CCCCc1ccccc1)CC(=O)N1C[C@H](C2CCCCC2)C[C@H]1C(=O)O)C(C)C (some centres not stated)	0.37
C[C@H]1NC(=O)NC1=O	0.67
O=C(Nc1ccc(OCc2ccccc2)cc1)Nc1ccc2ccccc2n1	-1
Cc1ccc(C2OC3(C(=O)c4ccccc4C3=O)C3C(=O)N(c4cccc(Cl)c4)C(=O)C23)cc1 (configuration not stated)	-0.17
COCC(=O)Nc1c(I)c(C(=O)NCC(O)CO)c(I)c(C(=O)N(C)CC(O)CO)c1I (configuration not stated)	2.2
COc1ccc(-c2noc(C3CCCCC3)n2)cc1	2.9
S=C(NCc1cccs1)NNc1c(Cl)cncc1Cl	-0.08
CC(=O)c1sc(-c2ccc(Cl)cc2)cc1N	-0.72
Cc1cccc(Oc2coc3cc(OC(=O)c4ccncc4)ccc3c2=O)c1	28*
Cc1nc(SCc2ccccc2)c(C#N)c(C)c1C	-4.9
CCN(CC)C(=S)Oc1c(C)cc(C)cc1C	0.56
CCOC(=O)CSc1sc(C(C)=O)cc1[N+](=O)[O-]	-2
COC(=O)c1cc(S(=O)(=O)C(C)C)cs1	-0.63
COc1ccc(-c2cc(-c3nnc(N)o3)no2)cc1OC	-0.61
CCCSc1sc(C(=O)OC)c(-c2ccc(Cl)cc2)c1C#N	-3.2
O=C(Nc1ccc(Cl)cc1Cl)C1CCc2ccccc2O1 (configuration not stated)	-1.1
CCNc1nc(SCC(=O)c2ccccc2)nc2sc3c(c12)CCC(C)C3 (configuration not stated)	0.5
c1ccc(Nc2nc(-c3cccs3)cs2)cc1	-1.4
CCOC(=O)N1CCc2c(sc3[nH]c(=S)n(-c4ccc(Cl)cc4)c(=O)c23)C1	1.9
Cc1cc(NC(=O)c2ccc(Cl)cc2Cl)n(C)n1	-0.87
O=C(c1cccc(C(F)(F)F)c1)N1CCc2sccc2C1c1ccc(OC(F)(F)F)cc1 (configuration not stated)	1.4
C=CCN(CC=C)CC(O)Cn1c(C)c(C)c2ccccc21 (configuration not stated)	2.3
COC(=O)C1=C(C)NC2=C(C(=O)CCC2)C1c1ccc(C#Cc2ccccc2)s1 (configuration not stated)	3.1*
CC1(C)CC(=O)C2=C(C1)Nc1c(ccc3ccccc13)C2c1ccc2c(c1)OCO2 (configuration not stated)	0.31
CCN(CC)CC(=O)N1c2ccccc2Sc2ccccc21	1.6
O=C(O)c1ccc(S(=O)(=O)Nc2cccnc2)cc1	0.77
Cc1cc(C)c2[nH]c(=O)c(NC(N)=O)nc2c1	0.48
NC(=S)Nc1ccc(F)c(Cl)c1	-0.36
Cn1nccc1NC(=O)CC(CC(=O)O)c1ccccc1 (configuration not stated)	-0.73
CCOc1c(Br)cc(Br)cc1/C=C1/SC(=S)NC1=O	7.9
O=S(=O)(c1ccc2c(c1)CCO2)N1CCCc2ccccc21	-0.22
OCC1(CO)C2C3C4CC5C6C4C2C6C1C53 (configuration not stated)	0.05
CC#CCOC(=O)c1c(C)nc2sc3c(c2c1N)CCC(O)C3 (configuration not stated)	0.63
COc1ccc(C2C3=C(CCCC3=O)N=C3c4ccccc4C(=O)C32)cc1 (configuration not stated)	8.7*
COc1cccc(C(=O)O)c1OCC(=O)O	-0.7

Given as a markdown table: part of the list above.
| Structure | Dicer inh |
| --- | --- |
| COC(=O)C1=C(C)NC2=C(C(=O)CCC2)C1c1ccc(C#Cc2ccccc2)s1 (configuration not stated) | 3.1* |
| CC1(C)CC(=O)C2=C(C1)Nc1c(ccc3ccccc13)C2c1ccc2c(c1)OCO2 (configuration not stated) | 0.31 |
| CCN(CC)CC(=O)N1c2ccccc2Sc2ccccc21 | 1.6 |
| O=C(O)c1ccc(S(=O)(=O)Nc2cccnc2)cc1 | 0.77 |
| Cc1cc(C)c2[nH]c(=O)c(NC(N)=O)nc2c1 | 0.48 |

Next part:
SMILES	Dicer inh
CC1(C)CC2(CC(C)(c3csc(Nc4ccccc4)n3)OC2=O)C(=O)O1 (configuration not stated)	1.1
CC(=O)OCC(=O)[C@@]1(OC(C)=O)[C@@H](C)C[C@H]2[C@@H]3C[C@H](F)C4=CC(=O)C=C[C@]4(C)[C@@]3(F)[C@@H](O)C[C@@]21C	0.06
O=C(CSc1ccccn1)Nc1ccc(Br)cc1	0.52
COc1cc(CCC(C)N)ccc1O (configuration not stated)	-2.2
COC(=O)CSc1nnc(-c2ccc(C)cc2)o1	1.6
NS(=O)(=O)c1ccc(N/N=C2\CSCc3ccccc32)c([N+](=O)[O-])c1	-6
NCCc1nnc(SCc2ccc(Cl)cc2)o1	1.7
CS(=O)(=O)/C(C#N)=C/N=S(C)(=O)c1ccsc1 (configuration not stated)	-1.5
O=C1N(CN2CCCCCC2)c2ccccc2C12OCCO2	0.34
CC1(C)CC(=O)C2=C(C1)N=C1c3ccccc3C(=O)C1C2c1ccc(O)c(O)c1 (configuration not stated)	6.4
Cn1c2c(c(=O)[nH]c1=O)C(c1ccc(OC(=O)c3ccccc3)cc1)C1=C(N2)c2ccccc2C1=O (configuration not stated)	0.21
Cc1nc(SCc2ccc(Cl)cc2)[nH]c(=O)c1Oc1ccc(Cl)cc1	-0.17
O=C(c1cccc(Cl)c1)N1CCSC1=S	2.1
CC(C)NC(=O)NNC(=O)c1cccc([N+](=O)[O-])c1	0.14
N#CC1=C(N)Oc2n[nH]c(-c3ccccc3)c2C1c1ccc(Cl)cc1 (configuration not stated)	-5.1
Nc1cccc(-n2c(=O)n(Cc3ccccc3)c(=O)c3[nH]cnc32)c1	2.2
O=[N+]([O-])c1ccc(CSc2nnc(-n3cccc3)s2)cc1	11
O=S(=O)(c1ccccc1)n1nc(-c2ccccc2)nc1NCc1ccccc1	1.5
CC1(C)CC(=O)C=C(SCCS(=O)(=O)c2ccccc2)S1	1.9
COc1ccc(C2N(S(=O)(=O)c3ccc(C)cc3)CCN2S(=O)(=O)c2ccc(C)cc2)cc1	3.7*
COc1ccccc1N1C(=O)CC(Nc2ccc(N3CCOCC3)cc2)C1=O (configuration not stated)	3.6
Clc1ccc(-c2noc(CN3CCOCC3)n2)cc1	1.3
Cc1nc2nc[nH]n2c(=O)c1CCO	-1.5
COc1cccc(-c2cc3nc(C(F)(F)F)cc(-c4cccs4)n3n2)c1	-3
CC1CC(=O)N(c2ccc(F)cc2F)C(=O)C1	0.35
CSC(=NC#N)S/C=C/C(=O)c1ccc(C)cc1	-0.68
CCSCCOC(=O)C1=C(C)NC2=C(C(=O)CCC2)C1c1ccc(CC)cc1 (configuration not stated)	2.5
Clc1ccccc1CN1C2=NCCCN2c2ccccc21	-0.48
COCCCNC(=S)N/N=C/c1ccc(O)cc1	-0.81
COc1ccc(C(=O)NCc2cccnc2)cc1C(=O)NCc1cccnc1	-0.11&-0.4
O=c1c(-c2ccccc2Cl)coc2c(CN3CCN(Cc4ccccc4)CC3)c(O)ccc12	0.92
Cc1cc(C)c(C#N)c(Sc2ncnc3c2nnn3Cc2ccccc2)n1	-1.3
CNC(=S)NNC(=O)C(C)Oc1ccccc1-c1ccccc1 (configuration not stated)	1.8
Cc1cc(C)n(-c2ncc(S(=O)(=O)c3ccc(Cl)cc3)c(N)n2)n1	-2.6
Cc1ccc(C)n1-c1nn(S(=O)(=O)c2ccccc2)c2cccc(F)c12	1
Cc1cc(C)nc(Sc2ccc(C(F)(F)F)cc2[N+](=O)[O-])n1	-0.93
Cc1cc(C)c2c(=O)c(C3C4=C(CC(C)(C)CC4=O)OC4=C3C(=O)CC(C)(C)C4)coc2c1	1.4
O=C(O)c1cc2cc([N+](=O)[O-])ccc2oc1=O	0.39
COc1cc2ncnc(SCC(=O)NN)c2cc1OC	2.2
Nc1cc(C(F)(F)F)ccc1N1CCCCC1	-0.13

7 entries picked at random from the list so far, as already listed:
SMILES	Dicer inh
Cc1c(-c2ccccc2)c(CN2CCN(C)CC2)n2ccccc12	-1.4
COC(=O)c1c(NC(=O)Nc2cccc(Cl)c2)sc2c1CCCC2	3.4*
O=C(O/N=C1\CSCc2ccccc21)c1ccccc1Cl	-0.09
Cc1cc(C)c2[nH]c(=O)c(NC(N)=O)nc2c1	0.48
Cc1cc(-c2ccccc2)nc2oc3c(=O)[nH]cnc3c12	-0.52
CC1=C(C(N)=O)C(c2ccc(F)cc2)n2nnnc2N1 (configuration not stated)	-0.27
O=C(Oc1ccc2c(=O)c(Oc3ccccc3Cl)coc2c1)c1ccco1	8.1

Later entries:
SMILES	Dicer inh
C#CCSc1nc(C)c2cc(C)ccc2n1	0.45
Cc1ccc2nc(NC3=NCN(CCN4CCOCC4)CN3)nc(C)c2c1	1.8
C=CCn1c2ccccc2n2ncnc12	1.5
O=C(CN1C(=O)NC2NC(=O)NC21)NC1CCCCC1 (configuration not stated)	3.2*
Cc1c(C(=O)N(Cc2cccs2)C2CCS(=O)(=O)C2)oc2ccccc12 (configuration not stated)	1.7
CC(C)c1ccc(N=Cc2ccccc2O)c(Br)c1	0.5
CSC(=NCc1c(N(C)C)cccc1N(C)C)NS(=O)(=O)c1ccccc1	1.3
CC(C)c1ccc(NC(=O)C2=NNC(=O)CC2)cc1	1.7
Cn1ccnc1Sc1cnc(SCC(=O)c2ccc(Cl)cc2)nc1-c1ccccc1	-1.8
OC1=C(O)c2nc3cc(F)ccc3nc21	3.1*
CCc1ccc(S(=O)(=O)Nc2cccc(S(N)(=O)=O)c2)cc1	-0.66
O=C(c1ccc([N+](=O)[O-])s1)N1CCc2ccccc21	0.07
c1ccc(CCNc2ncnc3scc(-c4ccccc4)c23)cc1	0.11
CN1CCc2c(sc3c2C(=O)NC(/C=C/c2ccc4c(c2)OCO4)N3)C1 (configuration not stated)	0.14
Cc1ccc(C2CC(=O)c3cnc(N4CCN(Cc5ccc6c(c5)OCO6)CC4)nc3C2)cc1 (configuration not stated)	0.38
CCC(O)Cn1c(NCc2ccccc2)nc2c1c(=O)n(C)c(=O)n2C (configuration not stated)	1.9
COC(=O)c1sccc1NC(=O)C(Cl)Cl	-0.36
CC(C)(C)c1cc2c(c(C(C)(C)C)c1)OCN(CC(=O)O)C2	-1.7
CC1CCN(c2nc3c(c(=O)n(Cc4cccc(Br)c4)c(=O)n3C)n2C)CC1	-1.2
CCOC(=O)c1cnn(-c2c(Cl)cc(Cl)cc2Cl)c1-c1ccccc1	-0.07
CCn1c[n+](CC(O)COc2ccccc2OC)c2ccccc21 (configuration not stated)	7.7*
Cc1ccn2c(C(=O)N/N=C/c3ccc(OCc4ccccc4)cc3)c(C)nc2c1	1.2
OCc1nc2ccccc2n1CC(O)Cn1ccc2ccccc21 (configuration not stated)	-2
Fc1cccc(-c2nn3c(COc4ccccc4)nnc3s2)c1	0.92
O=C(NNC1=NCCN1Cc1ccccc1)c1cccc(Cl)c1	0.14
COC(=O)c1ccc(C2Nc3ccccc3NC3=C2C(=O)CC(c2ccccc2)C3)cc1 (configuration not stated)	3.9*
O=C1C(=O)N(CN2CCc3ccccc3C2)c2ccc(Br)cc21	-2.5
CC(=O)c1ccccc1C(=O)c1ccc(C(C)(C)C)cc1	-0.54
CC(=O)N(C(C)=O)c1cc(C)c(C#N)c2nc3ccccc3n12	0.32

Compound activity (PubChem BioAssay)
